Screening results from PubChem.
RGS4 inhibitor: Inhibitors of Regulator of G Protein Signaling (RGS) 4: qHTS; Transcreener GDP fluorescence polarization, RGS4-accelerated GTP hydrolysis; Potency, µM (titrated, usually from 114 µM), without a hit: top-dose activity change, negative = inhibition, actives largely listed as inhibitors; 390,000 compounds, 0.039% hits; also: potency is read from the fitted curve at half-maximal effect; % is scaled to controls: 0 for no effect and ±100 for the full control effect; nearly all actives have a fitted effect of over 75% in size; some results filed as inactive show a strong effect at the top dose
Target sequence (P49798 whole entry, looked up): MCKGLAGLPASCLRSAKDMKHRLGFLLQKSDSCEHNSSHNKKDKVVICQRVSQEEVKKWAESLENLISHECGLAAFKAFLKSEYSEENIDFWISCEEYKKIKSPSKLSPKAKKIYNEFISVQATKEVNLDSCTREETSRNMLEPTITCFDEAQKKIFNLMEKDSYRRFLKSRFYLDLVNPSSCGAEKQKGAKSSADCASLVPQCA
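MLSMR compounds (23 nl, pin-transferred) preincubated 10 min at room temperature with a 500nM (2x) first reagent, then RGS4 at 900nM (2x) plus Transcreener GDP mix added; fluorescence polarization (620/688 nm) read before and after 90 min at 30 °C.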
ALOX12 inh: Primary qHTS assay for inhibitors of human arachidonate 12S-lipoxygenase (ALOX12): Round 2. Polyunsaturated fatty acid lipoxygenase ALOX12 (Homo sapiens), P18054. purified 12hLO, xylenol orange hydroperoxide absorbance. Potency, µM (doses to about 108 µM), for the others: at the top dose activity change, negative = inhibition, usual class: inhibitors. 580,000 compounds, 1.1% hits; also: potency is read from the fitted curve at half-maximal effect; % is scaled to controls: 0 for no effect and ±100 for the full control effect
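Hydroperoxide product was detected by ferrous iron/xylenol orange as the 573 to 405 nm absorbance ratio. Arachidonic acid at 40 uM (final) was turned over for 30 min at room temperature by 150 nM human 12hLO, pH 7.0 Hepes buffer, after 15 min compound preincubation.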
Apoferritin bind: qHTS Assay for Identification of Novel General Anesthetics; Ferritin light chain (Equus caballus), P02791; apoferritin/1-aminoanthracene competitive binding, fluorescence; Potency, µM (doses to about 77.5 µM), for inactives: at the top dose activity change, negative = displacement, usual class: inhibitors; 350,000 compounds, 0.074% hits; also: potency is read from the fitted curve at half-maximal effect; % is scaled to controls: 0 for no effect and ±100 for the full control effect; nearly all actives have a fitted effect of over 20% in size
Target sequence (P02791 2-175 limits assumed): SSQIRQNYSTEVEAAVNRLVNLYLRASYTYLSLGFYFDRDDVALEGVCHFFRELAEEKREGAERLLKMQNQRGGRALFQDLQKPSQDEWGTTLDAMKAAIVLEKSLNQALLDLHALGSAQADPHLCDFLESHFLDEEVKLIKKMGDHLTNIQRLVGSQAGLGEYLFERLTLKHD
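Read-out: endpoint 1-AMA fluorescence, excitation 380 nm and emission 535 nm, after compounds sit 10 min at room temperature with 10 uM horse-spleen apoferritin in 50% saturated 1-AMA/PBS. Values come from four-parameter Hill fits.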
APEX1 inh: qHTS Assay for Inhibitors of the Human Apurinic/apyrimidinic Endonuclease 1 (APE1). DNA repair nuclease/redox regulator APEX1 (Homo sapiens), P27695. recombinant APE1, TAMRA/BHQ-2 abasic DNA cleavage fluorescence. Potency, µM (titrated, usually from 65.8 µM), without a hit: top-dose activity change, negative = inhibition, actives largely listed as inhibitors. 350,000 compounds, 0.35% hits;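 also: potency is read from the fitted curve at half-maximal effect; plate controls were vehicle for no effect and reference inhibitor for full effect; nearly all actives have a fitted effect of over 55% in size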
Target sequence (P27695 whole entry, looked up): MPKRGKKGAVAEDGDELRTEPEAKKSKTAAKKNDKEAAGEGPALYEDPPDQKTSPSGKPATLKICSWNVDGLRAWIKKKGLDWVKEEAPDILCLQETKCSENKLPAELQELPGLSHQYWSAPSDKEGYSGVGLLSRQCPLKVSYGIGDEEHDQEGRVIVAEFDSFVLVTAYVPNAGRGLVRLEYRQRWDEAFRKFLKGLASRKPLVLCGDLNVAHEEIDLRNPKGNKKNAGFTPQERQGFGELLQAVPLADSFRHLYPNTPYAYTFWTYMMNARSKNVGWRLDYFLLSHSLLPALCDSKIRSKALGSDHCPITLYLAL
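Endonuclease cleavage of a quenched abasic-site DNA duplex (50 nM) by APE1 (0.75 nM) was tracked by TAMRA dequenching. Compounds were preincubated with enzyme 15 min at room temperature; data normalized to buffer-only and DMSO wells plus NSC13755 control.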
Pol beta inh: qHTS Assay for Inhibitors of DNA Polymerase Beta | Pol beta primer extension/strand displacement, fluorescence kinetic | 340,000 compounds, 1.3% hits | Potency, µM (series often up to 114 µM), inactives show top-dose activity change, negative = inhibition, actives largely listed as inhibitors; also: potency is read from the fitted curve at half-maximal effect; % is scaled to controls: 0 for no effect and ±100 for the full control effect
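Human Pol beta at 10 nM; strand-displacement substrate 50 nM final. Compound exposure 15 min at room temperature before start, reaction 10 min at room temperature.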
LDHA inh: qHTS assay for inhibitors of human lactate dehydrogenase | AID 1347041, 2019 | purified LDHA, NADH/diaphorase-resazurin fluorescence; hits give low values | L-lactate dehydrogenase A chain (Homo sapiens), P00338 | activity change, % (values are at about 110 or 230 µM) | 480,000 compounds, 0.15% hits; in the data active = activity change below about -30%; inconclusive = mostly about -25% to -30%;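 also: plate controls were DMSO wells for no effect and wells without enzyme for full effect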
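LDH5 2 nM; NADH 0.06 mM, pyruvate 0.2 mM; 200 mM Tris pH 7.4, EDTA, Tween-20; 5 min RT. Detection: diaphorase 0.133 mg/mL + resazurin 37 µM, fluorescence ex540/em590 at 0 and 20 min; normalized to enzyme-free and DMSO wells.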
Pol eta inh: qHTS for Inhibitors of Polymerase Eta | DNA polymerase eta (Homo sapiens), Q9Y253 | Potency, µM (series often up to 114 µM), inactives show top-dose activity change, negative = inhibition, actives largely listed as inhibitors | recombinant Pol eta, fluorescent DNA replication assay | 390,000 compounds, 1.2% hits; also: potency is read from the fitted curve at half-maximal effect; % is scaled to controls: 0 for no effect and ±100 for the full control effect
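Fluorescent replication assay: 50 nM final substrate added after a 15 min room-temperature compound preincubation with 10 nM enzyme. Signal taken at 0 min and again at 10 min.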
POLK inh: qHTS for Inhibitors of Polymerase Kappa. DNA polymerase kappa (Homo sapiens), Q9UBT6. purified Pol kappa, fluorescent DNA synthesis assay, 10 min. Potency, µM (titrated, usually from 107 µM), for inactives: at the top dose activity, negative = inhibition, usual class: inhibitors. 400,000 compounds, 0.53% hits. AID 588579, 2011; also: potency is read from the fitted curve at half-maximal effect; % is scaled to controls: 0 for no effect and ±100 for the full control effect
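Fluorescent qHTS in 1536-well format: enzyme (10 nM) and compound sat 15 min at room temperature before 50 nM substrate (final) was added. Signal taken at 0 and 10 min; no-enzyme buffer wells were negative controls.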
ERG Ets-DNA blk: qHTS for Small Molecule Inhibitors of the ERG Ets/DNA interaction. Potency, µM (series often up to 76.9 µM), without a hit: at the top dose FP activity, negative = inhibition, usual class: inhibitors. 370,000 compounds, 0.028% hits. fluorescence polarization, His-ERG Ets domain / labelled DNA; active = well fitted inhibition curve with a large enough effect in the polarisation, with a control signal flat; inconclusive = small, poorly fitted or top-dose-only effect, or effect the other way, or a change in a side signal; inactive = no such curve, though single readings can be large or run the other way; the % refers to the polarisation;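 also: polarization taken with two DNA probes labelled with fluorescein and Texas red; potency is read from the fitted curve at half-maximal effect; % of control where 0% means no effect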
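His-tagged ERG Ets domain (1 uM in the protein solution; 300mM KCl, 50mM Tris-HCl, 1mM EDTA, 1mM DTT, pH 7.5) received compound, then a probe mix of 5 nM fluorescein-DNA and 100nM Texas-615-DNA. Fluorescence polarization was read for both dyes.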
* = called active by the depositor; & = joins results of further samples; [ ] = remark or other dose. Unless noted, calls follow the shape of the dose curve; as a rule, active = well fitted curve in the direction sought with a large enough effect; inconclusive = small, poorly fitted or top-dose-only effect, or another doubt; inactive = no such curve, though single readings can be large; an effect the other way counts as inactive or inconclusive.

COc1cc(NC(=O)Nn2cnnc2)cc(OC)c1OC was read as RGS4 inhibitor 12%, ALOX12 inh 3%, Apoferritin bind 0%, APEX1 inh 71%[activator], Pol beta inh 15%, LDHA inh 24, Pol eta inh 6%, POLK inh -20% and ERG Ets-DNA blk 0%.
For COc1cccc(N2CCN(C(=O)c3cn(Cc4ccccc4)nc3-c3cccnc3)CC2)c1 the results were RGS4 inhibitor 9%, ALOX12 inh 0%, APEX1 inh 30%, LDHA inh 0, Pol eta inh -20%, POLK inh 0% and ERG Ets-DNA blk -13%.
For COc1ccc(NC(=O)N(C)C[C@H]2Oc3ccc(NC(=O)CCN4CCOCC4)cc3C(=O)N([C@H](C)CO)C[C@@H]2C)cc1 the results were RGS4 inhibitor 5%, ALOX12 inh inconclusive, APEX1 inh -10%, LDHA inh 1, Pol eta inh 5%, POLK inh 2% and ERG Ets-DNA blk 6%.
CCN1CCN(Cc2ccc(OCc3ccccc3)cc2)CC1 was read as RGS4 inhibitor -14%, ALOX12 inh inconclusive, Apoferritin bind -8%, APEX1 inh 8%, Pol beta inh 1%, LDHA inh 11, Pol eta inh -12%, POLK inh 6% and ERG Ets-DNA blk -1%.
For Cc1[nH]c2ccccc2c1C1=CN2CCS(=O)(=O)N=C2S1 the results were RGS4 inhibitor 23%, ALOX12 inh -19%, Apoferritin bind -8%, APEX1 inh 2%, Pol beta inh -16%, LDHA inh -9, Pol eta inh -19%, POLK inh -10% and ERG Ets-DNA blk -5%.
CN1CCN(C(=O)Cn2c(-c3cccs3)cc3cc(Cl)ccc32)CC1 was read as RGS4 inhibitor 26%, ALOX12 inh inconclusive, Apoferritin bind 49%[activator], Pol beta inh 7%, LDHA inh -5, Pol eta inh -15%, POLK inh -13% and ERG Ets-DNA blk 1%.
CCc1cccc2c(C=C(C#N)C#N)cn(CC(=O)N3CCCCC3)c12 was read as RGS4 inhibitor 12%, ALOX12 inh -21%, Apoferritin bind -1%, APEX1 inh 5%, Pol beta inh 2%, LDHA inh -11, Pol eta inh -1%, POLK inh -18% and ERG Ets-DNA blk -6%.
COc1ccc(CCNC(=O)COc2cc(O)c3c(c2)OC(C)(C)CC3=O)cc1OC was read as RGS4 inhibitor 14%, ALOX12 inh inconclusive, Apoferritin bind -15%, APEX1 inh 4%, Pol beta inh inconclusive, LDHA inh 3, Pol eta inh -17%, POLK inh 13% and ERG Ets-DNA blk 2%.
For Cc1[nH]c(/C=C2/C(=O)Nc3ccc(S(=O)(=O)Cc4c(Cl)cccc4Cl)cc32)c(C)c1C(=O)N1CCCC1CN1CCCC1 (centres undefined) the results were ALOX12 inh 0%, Apoferritin bind inconclusive, APEX1 inh inconclusive and POLK inh inconclusive.
For O=C(NN=C1CCCCCC1)c1ccc(Cl)s1 the results were RGS4 inhibitor 44%, ALOX12 inh -2%, Apoferritin bind -13%, APEX1 inh 4%, Pol beta inh 27%, LDHA inh -6, Pol eta inh 3%, POLK inh -7% and ERG Ets-DNA blk -2%.
COc1cccc(/C=N/NC(=O)c2ccoc2C)c1O was read as RGS4 inhibitor -18%[11.4 µM], ALOX12 inh -19%, Apoferritin bind 0%, APEX1 inh 2%, Pol beta inh 2%, LDHA inh 3, Pol eta inh 13%, POLK inh 8% and ERG Ets-DNA blk 12%.
`O=C(CSc1nnc(-c2ccccc2F)o1)Nc1ccccc1Cl` gave RGS4 inhibitor -2%, ALOX12 inh -16%, Apoferritin bind -3%, Pol beta inh 3%, LDHA inh -1, POLK inh 4% and ERG Ets-DNA blk 0%.
Screening CCOc1ccccc1NC(=O)n1ncc2c(C)cccc21 returned RGS4 inhibitor -10%, ALOX12 inh 13%, Apoferritin bind -1%, APEX1 inh -5%, Pol beta inh 25%, LDHA inh -5, Pol eta inh -9%, POLK inh 2% and ERG Ets-DNA blk 11%.
Screening COc1ccc(C)cc1NC(=O)C(=O)c1cn(CC(=O)N2CCCC2)c2ccccc12 returned RGS4 inhibitor -43%, ALOX12 inh 0%, Apoferritin bind inconclusive, APEX1 inh -9%, Pol beta inh -10%, LDHA inh 2, Pol eta inh -21%, POLK inh -11% and ERG Ets-DNA blk 28%.
For C/C(=N\NC(=O)CO/N=C(\C)c1cccs1)c1ccc(N)cc1 the results were RGS4 inhibitor -2%, ALOX12 inh 24%, Apoferritin bind -7%, APEX1 inh -1%, Pol beta inh -13%, LDHA inh -6, Pol eta inh 0%, POLK inh -10% and ERG Ets-DNA blk -7%.
Cc1cccc(N(C(=O)c2snc(C(N)=O)c2N)C(C(=O)NC2CCCC2)c2ccco2)c1 (centres undefined) was read as RGS4 inhibitor -22%, ALOX12 inh inconclusive, Apoferritin bind -12%, APEX1 inh -16%, Pol beta inh 6%, LDHA inh -4, Pol eta inh -17%, POLK inh -5% and ERG Ets-DNA blk 4%.
Cc1ccc(CNC(=O)CCS(=O)(=O)c2cc3c(cc2C)NC(=O)CO3)cc1 was read as RGS4 inhibitor -25%&-3%, ALOX12 inh 21%&-23%, Apoferritin bind -13%&45%, APEX1 inh 32%, Pol beta inh 1%&-1%, LDHA inh 1&-1, Pol eta inh 7%&-18%, POLK inh 12%&1% and ERG Ets-DNA blk -3%&1%.
`c1cncc(Nc2nc(-c3ccncc3)cs2)c1` gave RGS4 inhibitor -13%, ALOX12 inh -4%, Apoferritin bind -8%, APEX1 inh -11%, Pol beta inh -30%, LDHA inh -3, Pol eta inh -13%, POLK inh -13% and ERG Ets-DNA blk -2%.
For CC1C=CCC2C(=O)N(c3cccc(C(=O)NCc4ccccc4)c3)C(=O)C12 (centres undefined) the results were RGS4 inhibitor -14%, ALOX12 inh 32µM*, Apoferritin bind -13%, APEX1 inh 31%, Pol beta inh inconclusive, LDHA inh -3, Pol eta inh inconclusive, POLK inh -30% and ERG Ets-DNA blk 5%.
Screening CSc1nc2sc3c(c2c(=O)n1Cc1ccccc1)CCC(C(C)(C)C)C3 (centres undefined) returned RGS4 inhibitor 29%, ALOX12 inh -2%, Apoferritin bind 11%, Pol beta inh 17%, LDHA inh -2, Pol eta inh -5%, POLK inh -20% and ERG Ets-DNA blk -2%.
Screening O=C(O)c1cccc(N/N=C/c2ccc(-c3ccccc3)cc2)c1 returned RGS4 inhibitor -35%, ALOX12 inh inconclusive, Apoferritin bind -12%, APEX1 inh -8%, Pol beta inh -22%, LDHA inh -1, Pol eta inh -39%, POLK inh -8% and ERG Ets-DNA blk -2%.
`O=C(c1cnn(C(=O)COc2ccc(Cl)cc2)c1)c1ccccc1O` gave RGS4 inhibitor -1%, ALOX12 inh 5%, Apoferritin bind -20%, APEX1 inh -1%, Pol beta inh inconclusive, LDHA inh -5, Pol eta inh inconclusive, POLK inh -17% and ERG Ets-DNA blk 2%.
For O=C1c2ccccc2C2(c3ccccc3)NCCN12 (centres undefined) the results were RGS4 inhibitor -4%, ALOX12 inh 23%, Apoferritin bind 0%, APEX1 inh 11%, Pol beta inh inconclusive, LDHA inh -14, Pol eta inh -2%, POLK inh -4% and ERG Ets-DNA blk -15%.
For Cc1cccc(CN(C)CCc2ccccn2)c1 the results were RGS4 inhibitor 10%, ALOX12 inh inconclusive, Apoferritin bind -9%, APEX1 inh -2%, Pol beta inh 25%, LDHA inh -22, Pol eta inh -1%, POLK inh -6% and ERG Ets-DNA blk 1%.
Screening CCn1c(SCC(=O)NNC(=S)Nc2ccc(C)cc2)nnc1-c1ccc(Cl)cc1 returned RGS4 inhibitor -30%, ALOX12 inh -17%, Apoferritin bind inconclusive, APEX1 inh -2%, Pol beta inh -8%, LDHA inh -4, Pol eta inh -10%, POLK inh -5% and ERG Ets-DNA blk -3%.
`COC(=O)c1ccccc1NC(=O)CSc1nc(N)cc(=O)[nH]1` gave RGS4 inhibitor -12%, ALOX12 inh -16%, Apoferritin bind -6%, APEX1 inh inconclusive, Pol beta inh 18µM*, LDHA inh 3, Pol eta inh 18µM*, POLK inh 50µM* and ERG Ets-DNA blk 14%.
`CC(C)(C)N1C(=O)[C@H]2[C@@H](c3ccc(Br)cc3)N3C(=O)N(c4cccc(F)c4)C(=O)[C@@]3(Cc3ccccc3)[C@H]2C1=O` gave RGS4 inhibitor -5%, ALOX12 inh -1%, APEX1 inh 7%, LDHA inh -3, Pol eta inh -20%, POLK inh -22% and ERG Ets-DNA blk 0%.
For O=C(Nc1nc(-c2cc(F)ccc2F)cs1)c1cccc(N2C(=O)CCC2=O)c1 the results were RGS4 inhibitor 7%, ALOX12 inh -11%, APEX1 inh -2%, LDHA inh -9, Pol eta inh -5%, POLK inh -6% and ERG Ets-DNA blk 9%.
For COc1ccc(CN2C(=O)c3cccnc3C2=O)cc1S(=O)(=O)N1CCCCC1 the results were RGS4 inhibitor 12%, ALOX12 inh -5%, Apoferritin bind -19%, APEX1 inh 44%[activator], Pol beta inh -1%, LDHA inh -1, Pol eta inh -10%, POLK inh -1% and ERG Ets-DNA blk 9%.

These rows are one share of the data (hit frequency here may not be typical).
